# Screening data: PubChem, National Center for Advancing Translational Sciences (NCATS)
# TDP-43 yeast inh: rescues yeast growth from TDP-43 toxicity; TDP-43 expressing yeast growth rescue, BacTiter-Glo, 24 h; Potency, µM (highest dose often 46.1 µM), for inactives: at the highest dose growth rescue (activation), most hits filed as activators; hit rate 1.8% among 410,000; AID 652104; further: potency means the concentration at half of the fitted maximal effect; % of control where 0% means no effect; nearly all actives have a fitted effect of over 50% in size
#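 Cell-based yeast growth screen: TDP-43 expression induced in galactose, inoculum OD600=0.02 after raffinose pregrowth to mid-log. Read-out BacTiter-Glo luminescence at 24 hr, 30 deg C; inhibition of toxicity seen as signal increase.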
# KB-V1 MDR tox: kills drug-selected multidrug resistant KB-V1 cells; KB-V1 MDR cells viability, CellTiter-Glo, 72 h; Potency, µM (top dose mostly 46.1 µM), inactives show top-dose activity change, negative = cytotoxicity, hits mostly cytotoxic; AID 1347076; hit rate 3.4% among 400,000; further: potency means the concentration at half of the fitted maximal effect; on the % scale 0 is the no-effect control and ±100 the full control effect; nearly all actives have a fitted effect of over 60% in size
#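 KB-V1 MDR subline cells in DMEM (phenol-red free, 10% FBS) exposed to compounds in qHTS concentration series for 72 h at 37 degrees C. Viability read by CellTiter-Glo luminescence; concentration-effect curves fitted after normalization and correction.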
# GLP1R inv ag: inverse agonists of human GLP-1 receptor | AID 624417 | hit rate 1.6% among 410,000 | HEK293 GLP-1R CRE-luciferase, luminescence, 24 h; GLP-1R form is constitutively active | P43220 | Potency, µM (top dose mostly 38.3 µM), without a hit: at the highest dose activity change, negative = inhibition, usual class: inhibitors; further: potency means the concentration at half of the fitted maximal effect; on the % scale 0 is the no-effect control and ±100 the full control effect; nearly all actives have a fitted effect of over 55% in size
# Target sequence (P43220 whole entry, looked up): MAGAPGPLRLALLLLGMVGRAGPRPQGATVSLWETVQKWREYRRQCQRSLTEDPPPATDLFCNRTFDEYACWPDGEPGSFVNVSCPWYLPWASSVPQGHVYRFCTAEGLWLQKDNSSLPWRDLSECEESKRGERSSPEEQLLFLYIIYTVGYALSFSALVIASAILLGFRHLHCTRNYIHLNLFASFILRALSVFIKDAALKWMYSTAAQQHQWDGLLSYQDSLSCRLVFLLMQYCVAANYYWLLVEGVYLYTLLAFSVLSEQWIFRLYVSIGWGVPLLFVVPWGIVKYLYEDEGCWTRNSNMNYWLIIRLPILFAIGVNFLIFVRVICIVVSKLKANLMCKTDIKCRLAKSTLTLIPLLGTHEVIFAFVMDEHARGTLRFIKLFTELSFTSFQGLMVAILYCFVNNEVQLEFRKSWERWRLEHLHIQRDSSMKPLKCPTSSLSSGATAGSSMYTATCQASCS
#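 Using stably transfected HEK293 (constitutively active GLP-1R, cAMP-luciferase reporter), compounds were incubated 24 hr and luciferase measured by luminescence.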
# HEK293 tox: cytotoxic in the GLP-1 receptor inverse agonist counter-screen. AID 624418. hit rate 0.13% among 410,000. HEK293 cAMP-luciferase reporter cells, luminescence, 24 h. Potency, µM (series often up to 38.3 µM), inactives show top-dose activity change, negative = inhibition, most hits filed as inhibitors;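 further: loss of luciferase light is scored as toxicity; potency means the concentration at half of the fitted maximal effect; on the % scale 0 is the no-effect control and ±100 the full control effect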
#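 A 23 nL compound transfer followed 12 hours of cell culture at 37 deg C; exposure then lasted 24 hr. Luciferase assay detection reagent was dispensed and plates read for luminescence after a 12 min room-temperature wait.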
# GLP-1R agonist: agonists of human GLP-1 receptor. P43220. HEK293 GLP-1R CRE-luciferase, luminescence, 4-6 h; cells express a hypersensitive GLP-1R form. Potency, µM (series often up to 45.6 µM), without a hit: top-dose activation, usual class: activators. hit rate 0.007% among 380,000. AID 624172; further: potency means the concentration at half of the fitted maximal effect; % of control where 0% means no effect
# D3 antag: D3 dopamine receptor (human) antagonism | P35462 | D3R cells, DiscoveRx beta-arrestin luminescence, antagonist mode; hits give low values | max response, negative = inhibition, % | hit rate 2.5% among 360,000; in the data active means max response below about -50%; inconclusive means no clear call, values can overlap the other calls; further: on the % scale 0 is the no-effect control and ±100 the full control effect; mostly tested at two doses, the higher about 12 µM
# Target sequence (P35462 whole entry, looked up): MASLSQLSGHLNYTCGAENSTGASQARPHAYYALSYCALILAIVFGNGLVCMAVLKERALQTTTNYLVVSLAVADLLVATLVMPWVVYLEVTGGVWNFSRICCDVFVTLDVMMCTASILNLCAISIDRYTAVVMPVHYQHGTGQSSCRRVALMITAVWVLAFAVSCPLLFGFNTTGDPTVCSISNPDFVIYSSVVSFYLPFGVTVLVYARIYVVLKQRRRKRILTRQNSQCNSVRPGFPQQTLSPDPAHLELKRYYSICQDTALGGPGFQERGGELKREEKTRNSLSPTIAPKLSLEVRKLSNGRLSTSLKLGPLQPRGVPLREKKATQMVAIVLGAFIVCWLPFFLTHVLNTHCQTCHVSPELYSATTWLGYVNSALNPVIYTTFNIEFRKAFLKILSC
#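 Cells expressing the human receptor were seeded at 1500 cells/well, incubated overnight at 37 degrees C in 5% CO2, then exposed to library compounds with dopamine controls for 90 minutes at 37 degrees C before luminescent detection.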
# DRD3 agonist: agonists of human D3 dopamine receptor | P35462 | D3R DiscoveRx beta-arrestin cells, luminescence, 90 min | max activation, % | hit rate 0.58% among 410,000 | AID 652048; in the data active means max activation above about 30%; further: 0% is about no effect; mostly tested at two doses, the higher about 12 µM
#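 Cells at 1500/well, incubated overnight, then treated with pinned compounds (dopamine as control) for 90 min at 37 degrees C. DiscoveRx reagent added for 30 - 60 minutes at room temperature; luminescence read.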
# PTHR1 ag: activates the human parathyroid hormone receptor PTHR1; Q03431; hit rate 0.075% among 410,000; Potency, µM (series often up to 115 µM), without a hit: at the top dose activation, usual class: activators; HEK293 GP2 PTHR1 cells, GloSensor cAMP luminescence, 1 h; further: potency means the concentration at half of the fitted maximal effect; nearly all actives have a fitted effect of over 55% in size; some results filed as inactive show a strong effect at the top dose; inactives centre near -15; many of its hits are not listed in these tables
#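 HEK-293-derived GP2 cells expressing PTHR1 and a GloSensor cAMP reporter, 3,000/well, plated overnight, given luciferin plus IBMX (each 0.5 mM as added) for 1 h at 37 °C, then compound for 1 h at 37 °C. Luminescence was read after 15 min at room temperature.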
# aSyn rescue: inhibitors of alpha-synuclein toxicity in yeast; Potency, µM (titrated, usually from 46.1 µM), for inactives: at the highest dose growth rescue (activation), hits mostly activators; Yeast expressing alpha-synuclein, growth rescue, BacTiter-Glo, 24 h; hit rate 0.14% among 370,000; AID 652106; further: potency means the concentration at half of the fitted maximal effect; % of control where 0% means no effect; nearly all actives have a fitted effect of over 65% in size
#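 Rescue of yeast growth: cells expressing toxic alpha-synuclein, induced in galactose at OD600 0.02, incubated with compound 24 h at 30 C. ATP luminescence quantified growth; inhibitors of toxicity appear as activators.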
# Active calls of the source: *; i = inactive; ? = inconclusive; . = no result given; & = joins results of further samples; [ ] = dose if it differs, or a comment. Unless noted, the call rests on the fitted dose curve; in most records, active means well fitted curve in the direction sought with a large enough effect; inconclusive means small, poorly fitted or top-dose-only effect, or another doubt; inactive means no such curve, though single readings can be large; an effect the other way counts as inactive or inconclusive.
SMILES,TDP-43 yeast inh,KB-V1 MDR tox,GLP1R inv ag,HEK293 tox,GLP-1R agonist,D3 antag,DRD3 agonist,PTHR1 ag,aSyn rescue
CN(C)CCN(C)C1CN(Cc2ccc(F)cc2)S(=O)(=O)C1 (stereo not drawn),14.1%,14.1%,?,1.9%,0.5%,14.2,4.3,-8.3%,-1.9%
Cc1ccc(N2CC(C(N)=O)CC2=O)cc1 (stereo not drawn),12.0%,12.6%,6.7%,-7.7%,-13.0%,15.0,9.8,i,1.1%
Cc1ccc(NC(=O)CSc2nnc(-c3cccs3)n2Cc2ccco2)cc1,-12.3%,-11.2%,0.0%,-10.6%,13.7%,9.3,-28.1,i,-8.3%
C=C1CCN([C@@H](Cc2ccccc2)C(=O)NCc2ccc(Cl)cc2)S(=O)(=O)c2ccccc21,7.9%,-6.3%,?,-20.6%,4.2%,-55.8*,-21.1,i,4.0%
O=C(COc1ccc(Br)cc1)NN1C(=O)c2ccccc2C1=O,-15.9%,19.7%,14.5%,-2.9%,6.5%,-9.1,8.8,-2.8%,-2.3%
CCCN(CCC)c1ccc(/C=C/c2ccc3cc(OCC)ccc3n2)cc1,15.6%,-4.4%,?,28.1%,-0.1%,12.1,0.0,-33.9%[inhibitor],-2.0%
Cc1cc(C)cc(C(=O)NC(CC(N)=O)c2ccc(N3CCN(c4ccccn4)CC3)c([N+](=O)[O-])c2)c1 (stereo not drawn),16.2%,5.2%,-3.2%,10.1%,-4.2%,-16.0,-2.9,-22.3%,0.6%
CCn1cnc2c1c(=O)n(CC(=O)NCc1ccccc1)c(=O)n2Cc1ccccc1,-9.5%,7.8%,16.9%,-5.6%,0.4%,-5.8,0.6,-4.3%,-1.2%
N#Cc1ccccc1OCC(=O)Nc1nnc(C2CC2)s1,-8.7%,15.9%,16.8%,7.0%,-1.5%,-24.9,3.9,24.3%,9.5%[1.84 µM]
O=C1OCC2=C1C(c1ccc(F)cc1)Sc1ccccc1N2 (stereo not drawn),-0.2%,?,0.5%,?,0.2%,21.2,4.3,i,-3.8%
CN(Cc1ccc(Cl)c(Cl)c1)C(c1cc2ccccc2o1)c1nnnn1C(C)(C)C (stereo not drawn),0.0%,14.6µM*,?,-4.7%,3.4%,4.2,2.8,-42.6%[inhibitor],0.6%
COc1cc(C(=O)N2CCN(C(=O)c3ccco3)CC2)cc(OC)c1OC,8.9%,4.4%,12.5%,-2.5%,-2.5%,0.0,-6.4,i,-6.7%
COc1cccc2cc(C(=O)C3=C(O)C(=O)N(CCN4CCOCC4)C3c3ccc(C)o3)oc12 (stereo not drawn),-10.3%,25.2%,11.3%,-3.6%,-3.1%,-12.8,-3.9,-17.2%,-4.9%
CC1N(C(=O)N2CCOCC2)CCN1S(=O)(=O)c1ccc(Cl)cc1 (stereo not drawn),-17.0%,7.1%,3.1%,0.4%,0.0%,20.7,14.6,-0.3%,-8.2%
Cc1ccc(NC(=O)CSCC(=O)N(CCC(C)C)c2c(N)n(Cc3ccccc3)c(=O)[nH]c2=O)cc1,0.0%,-13.8%,?,-9.5%,0.4%,-2.4,13.9,i,2.5%
O=[N+]([O-])c1cc(CN2CCC(O)CC2)ccc1Cl,12.3%,-4.0%,-20.5%[7.66 µM],-12.9%[7.66 µM],-3.3%,-24.0,-9.6,-21.4%,-0.5%
CNC(=O)C(C)N1c2cccc3cccc(c23)S1(=O)=O (stereo not drawn),-27.7%,0.6%,8.5%,20.5%,4.3%,16.5,1.7,-3.2%,-5.6%
O=C(O)c1cc(S(=O)(=O)N2CCN(S(=O)(=O)c3ccccc3)CC2)ccc1Cl,12.5%,-4.0%,1.2%,-4.7%,1.2%,6.2,2.6,i,6.9%
O=S(=O)(c1ccc(Cl)cc1)N1CCCN(c2ccc(C(F)(F)F)cn2)CC1,?,?,?,8.4%,0.7%,14.7,-5.4,-31.8%[inhibitor],20.1%
CC(C)NC(=S)n1cc(C(=O)c2cc(Cl)cc(Cl)c2O)cn1,-92.4%[inhibitor],-9.5%,-21.6%,27.6%,-0.2%,4.1,7.0,i,2.7%
CC(C)N(Cc1nc(-c2ccccc2)no1)C(=O)c1ccc(Br)o1,?,0.0%,?,20.2%,10.3%,1.7,0.6,1.2%[57.5 µM],12.4%
C=CCN1C(=O)CN=C1Nc1cccc(C)c1,-6.7%,13.4%,13.4%,-0.3%,-3.8%,-14.2,2.6,i,-7.5%
COc1ccc(-c2cc(C(=O)N/N=C/c3ccc(OC)c(COCC(F)(F)C(F)F)c3)c3ccccc3n2)c(OC)c1,-2.4%,1.2%,31.7%[activator],1.7%,2.4%,-17.3,-12.3,i,-0.5%
CSc1ccccc1-c1cnc2cccnn12,?,6.3%,27.1%,0.8%,-0.7%,30.1,6.4,-2.1%,3.6%
COc1cc(OC)c(N2CC(C(=O)Nc3cccc(C(=O)NC4CC4)c3)CC2=O)cc1Cl (stereo not drawn),-10.0%,-5.6%,17.9%,14.3%,4.7%,3.6,-4.6,23.5%,6.1%

# Look-ups from the list:
# In PTHR1 ag, O=C(COc1ccc(Br)cc1)NN1C(=O)c2ccccc2C1=O is entered as -2.8%
# In GLP1R inv ag, Cc1ccc(NC(=O)CSc2nnc(-c3cccs3)n2Cc2ccco2)cc1 is entered as 0.0%

# (cont.)
SMILES,TDP-43 yeast inh,KB-V1 MDR tox,GLP1R inv ag,HEK293 tox,GLP-1R agonist,D3 antag,DRD3 agonist,PTHR1 ag,aSyn rescue
COC(=O)c1cc(S(=O)(=O)NCC2CCN(Cc3cc(C)ccc3C)CC2)c[nH]1,3.0%&25.6%,-22.2%&7.2%,-9.3%&-19.2%,-2.5%&-2.6%,8.7%,4.2,-5.1&-13.4,-0.2%,2.1%
CCc1cccc2c(C(=O)CN3C(=O)N(C)C4(CCCCC4)C3=O)c[nH]c12,7.5%,3.3%,?,-17.9%,11.1%,-26.7,-3.9,-9.2%,1.8%
CCOC(=O)c1cccc(NC(=O)CSc2nncn2-c2ccccn2)c1,21.6%,?,3.1%,-1.0%,9.7%,-6.1,0.6,-23.6%,0.5%
CCC(C)(C(=O)NC1CCCCC1)N(Cc1cccs1)C(=O)c1ccccn1 (stereo not drawn),-4.7%,?,13.3%,-1.9%,1.3%,0.2,-2.6,i,2.7%
O=C(C[C@@H]1C/C=C\C[C@H](Cc2ccc(F)cc2)C(=O)OC[C@@H](c2ccccc2)NC1=O)NCCO,16.6%,17.7%,2.1%,5.5%,1.0%,0.0,1.6,-8.1%,-5.8%
Oc1c(C(c2ccc(F)cc2)N2CCc3ccccc3C2)sc2ncnn12 (stereo not drawn),9.1%,6.7%,3.5%,-0.4%,4.5%,4.7,-8.4,i,1.4%
CCC(=O)NCC(=O)OCC(=O)c1ccccc1,0.2%,-13.0%,1.1%,10.5%,2.9%,?,-7.3,i,-12.0%
Cn1c(N)c(C(=O)COC(=O)/C=C/c2cccc(F)c2)c(=O)n(C)c1=O,0.0%,-21.1%,8.7%,-22.2%,21.1%,39.0,3.0,-3.3%,3.0%
CC(=O)Nc1ccc(N2C(=O)CC(N3CC(C)OC(C)C3)C2=O)cc1 (stereo not drawn),4.2%,-1.8%,-0.1%,2.6%,-8.2%,-21.1,0.7,i,5.0%
Cc1ccc(S(=O)(=O)Oc2ccccc2/C=N/NC(=O)c2nn(C)cc2[N+](=O)[O-])cc1,1.7%,0.3%,?,-12.7%,-1.6%,-5.8,-5.8,-21.3%,5.9%
COc1ccc2ccccc2c1CN1CCN(C)CC1,6.7%,14.8%,-1.4%,-31.3%,-6.2%,-81.7*,-8.6,-10.8%,3.0%
O=c1[nH]c(C(F)(F)F)nc2ccccc12,8.6%,6.9%,4.9%,-3.0%,-1.5%,-60.3*,-7.2,-0.2%[57.5 µM],-3.7%
O=C(NC(=S)NCCc1ccccc1)c1ccco1,25.4%,?,-11.1%,?,2.0%,4.1,3.7,-10.5%,-17.8%
COC(=O)c1ccc(/C=C2\SC(=S)N(CCCC(=O)N3CCOCC3)C2=O)cc1,-10.5%,-12.1%,-4.4%,-6.8%,8.4%,-7.3,-5.2,i,4.7%
CC(=O)C1=C(C)Nc2ncnn2C1c1cccc(O)c1 (stereo not drawn),4.0%,0.0%,-11.9%,4.1%,3.2%,-4.4,3.1,-9.8%,-0.1%
CC1CC(C)CN(c2oc(Cc3ccccc3)nc2C#N)C1 (stereo not drawn),20.3%,?,11.2µM*,106.1%[activator],13.2%,6.1,5.0,-31.7%,3.6%
COc1ccc(CCCC(=O)NCC(=O)N/N=C/c2cc(Cl)ccc2OC)cc1,12.5%,-10.3%,?,-29.7%,0.2%,3.1,-4.4,-39.6%[inhibitor],1.0%
COc1ccccc1NC1CCCCC1NS(=O)(=O)c1ccc(C)cc1 (stereo not drawn),15.0%,-1.9%,-1.3%,-1.6%,-0.7%,3.6,-3.3,i,2.3%
CCc1cccc2c(-c3ccccc3)nc(SCC(=O)Nc3ccccc3OC)nc12,-8.9%,.,-0.7%,0.7%,.,.,-1.3,-19.6%,.
CCN1CCN(c2cc(C)c3cc(NC(=S)N(CC)CC)ccc3n2)CC1,-4.2%,?,?,?,13.4%,-10.7,-13.3,-9.7%,-4.7%
Cc1ccc(/C=N/NC(=S)Nc2cccc(S(=O)(=O)N(C)C)c2)o1,?,-16.3%,?,-10.2%,9.0%,18.9,2.7,-4.5%,-4.7%
Cc1noc(C)c1N=Nc1ccccc1C(=O)O,-30.4%[inhibitor],16.5%,10.7%,-10.4%,-2.0%,-20.4,-2.8,i,1.0%
Cc1cccn(Cc2c(Cl)cccc2Cl)c1=O,17.3%,14.1%,-21.9%,1.1%,8.0%,7.8,-2.0,-19.1%,5.2%

# Some of the compounds tested, so the mix of outcomes need not match the whole.
